# C-LANA FP: inhibitors of KSHV LANA C-terminal domain DNA binding; inhibition, % at 9 µM; MBP-C-LANA/FAM-LBS DNA binding, fluorescence polarization; AID 504423; hit rate 0.078% among 340,000;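 active = highest replicate inhibition at or above 60% at 9 µM, even if other replicates fall short; inactive = all replicates below 60% inhibition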;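 also: 0% = neutral control wells and 100% = 4 µM acridine orange control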
# V-ATPase pHluor: yeast V-ATPase proton transport regulation by pHLuorin; S. cerevisiae, pHLuorin cytosolic pH fluorescence; response, % at 10 µM; hit rate 0.37% among 350,000; AID 504577; in the data active = response mostly above about 7.3%, no sharp cut-off; inactive = mostly below about 5.4%; also: actives read high; inactives centre near 0; some compounds called inactive have numbers as strong as hits; reference of the scale not given here
# HTR5A inv ag: HTR5A inverse agonism, opioid heterodimer counter-screen | HTR5A cell line, luminescence | hit rate 0.083% among 340,000 | inhibition, % at 9.3 µM | P47898; in the data active = inhibition mostly above about 23%, no sharp cut-off; inactive = mostly below about 18%;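 also: 0% = cells with DMSO and 100% = no-cell wells with DMSO; some compounds called inactive have numbers as strong as hits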
# CAL-PDZ inh HTS: blocks peptide binding to the human CAL PDZ domain; purified CAL PDZ, TMR-peptide fluorescence polarization, 1 h; Q9HD26; inhibition, % at 24.9 µM; hit rate 0.92% among 300,000;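 active = mean inhibition of at least 30% with at least half of replicates also reaching 30%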;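 also: 0% = DMSO neutral control and 100% = excess unlabeled competitor peptide PRC23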
# HTR5A ag ctr: HTR5A agonism, opioid heterodimer counter-screen. HTR5A agonist assay, luminescence, cell-based. activation, % at 9.3 µM. hit rate 0.61% among 340,000. AID 504692; in the data active = activation mostly above about 9.5%, no sharp cut-off; inactive = mostly below about 7.6%;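 also: 0% = cells with vehicle only and 100% = reference agonist; strong numbers were not always called active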
# MOR-DOR inv ag: inverse agonist of human OPRM1-OPRD1 heterodimerization. inhibition, % at 9.3 µM. AID 504357. P35372+P41143. cell-based MOR-DOR heterodimer luminescence, inverse agonism. hit rate 0.21% among 340,000; in the data active = inhibition above about 22%, passing the limit was not always enough;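 also: 0% = cells with DMSO and 100% = wells without cells with DMSO; values of inactives mirror those of a sister screen read the other way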
# Target sequence (P35372 whole entry, looked up): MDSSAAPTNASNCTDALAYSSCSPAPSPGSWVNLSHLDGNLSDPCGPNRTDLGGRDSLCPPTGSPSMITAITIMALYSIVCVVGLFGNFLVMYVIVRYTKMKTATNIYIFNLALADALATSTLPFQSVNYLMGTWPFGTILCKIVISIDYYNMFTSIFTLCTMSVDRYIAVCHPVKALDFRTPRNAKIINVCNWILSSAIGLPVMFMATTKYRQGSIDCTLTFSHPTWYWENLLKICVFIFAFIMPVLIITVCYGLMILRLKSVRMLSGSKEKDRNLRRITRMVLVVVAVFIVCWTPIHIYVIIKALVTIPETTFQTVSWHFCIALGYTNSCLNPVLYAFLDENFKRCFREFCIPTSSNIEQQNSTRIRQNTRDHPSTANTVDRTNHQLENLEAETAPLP
# Target sequence (P41143 whole entry, looked up): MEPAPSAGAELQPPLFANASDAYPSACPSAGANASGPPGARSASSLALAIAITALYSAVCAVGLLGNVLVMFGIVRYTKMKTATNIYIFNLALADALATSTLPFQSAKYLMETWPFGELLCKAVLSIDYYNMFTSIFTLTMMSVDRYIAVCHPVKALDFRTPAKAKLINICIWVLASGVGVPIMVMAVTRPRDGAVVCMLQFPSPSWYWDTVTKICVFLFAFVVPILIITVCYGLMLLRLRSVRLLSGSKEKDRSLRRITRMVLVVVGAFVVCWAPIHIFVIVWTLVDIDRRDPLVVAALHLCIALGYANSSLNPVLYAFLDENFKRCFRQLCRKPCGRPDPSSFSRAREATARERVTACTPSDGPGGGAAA
# MOR-DOR ag: OPRM1-OPRD1 heterodimerization agonism. P35372+P41143. cells, luminescence. activation, % at 9.3 µM. hit rate 0.3% among 340,000. AID 504326; in the data active = activation above about 18%;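 also: 0% = vehicle-treated cells and 100% = reference agonist; values of inactives mirror those of a sister screen read the other way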
# Keap1 Nrf2 FP: Keap1-Nrf2 (human) interaction inhibition | AID 504523 | Q14145 | hit rate 0.15% among 340,000 | inhibition, % at 9.4 µM | Keap1 Kelch-Nrf2 peptide fluorescence polarization, 1536-well; in the data active = inhibition above about 12%;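 also: human Keap1 Kelch domain with fluorescein labeled Nrf2 9mer peptide probe; 0% = neutral control wells and 100% = peptide positive control; higher means more block of Keap1 binding to Nrf2 peptide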
# cardiac RTF act: increases calcium sensitivity of human cardiac regulated thin filaments; hit rate 0.24% among 340,000; IANBD-labeled TnC RTF fluorescence at EC20 calcium; 0% EC20 calcium, 100% full calcium; activation, % at 7.2 µM;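 active = activation above the mean over all tested compounds plus 3 SD, cut at about 30% in these data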;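 also: rise in fluorescence read as greater calcium sensitivity of cardiac thin filaments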
# RTF Ca sens inh: cardiac RTF calcium desensitization | inhibition, % at 7.15 µM | P19429+P45379 | IANBD-labeled cardiac RTF, Ca2+ fluorescence | hit rate 0.12% among 340,000;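 active = inhibition above the mean inhibition of all tested compounds plus 3 SD, cut at about 17% in these data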;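 also: assay run at fixed EC70 calcium of 1.6 mM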
# An asterisk follows results filed as active; . = not tested or not shown.
mol,C-LANA FP,V-ATPase pHluor,HTR5A inv ag,CAL-PDZ inh HTS,HTR5A ag ctr,MOR-DOR inv ag,MOR-DOR ag,Keap1 Nrf2 FP,cardiac RTF act,RTF Ca sens inh
O=C(/C=C/c1ccco1)NC(=S)Nc1ccccc1Br,-4.3,4.2,6.5,-6.4,-1.7,4.4,-0.9,-3.0,-5.6,4.4
Cc1ccc([N+](=O)[O-])cc1NC(=O)Nc1cccc(F)c1,1.1,3.0,-10.2,-2.8,2.8,-41.2,8.0,3.5,0.7,1.4
COc1cc(C(=O)CCN2CCC(c3ccccc3)C2)cc(OC)c1OC (configuration not stated),-1.0,-3.5,-9.3,4.7,5.7,13.4,-2.5,-34.3,-1.4,-4.3
CCN1CCN(c2ncc(C(=O)Nc3cc(Cl)c(OC)cc3OC)c3ccccc23)CC1,0.4,3.0,-27.4,0.1,-0.7,14.7,-2.9,0.5,-5.4,-19.6
C=CCC[C@@H](Cc1ccc(F)cc1)C(=O)OC[C@H](Cc1c[nH]c2ccccc12)NC(=O)[C@@H](CC=C)CC(=O)N[C@@H](CO)Cc1ccccc1,-1.7,2.2,-0.8,-1.4,10.4,2.8,-0.5,-3.9,-6.3,13.1
O=C(NCc1ccco1)c1ccc(S(=O)(=O)N2CCCc3ccccc32)cc1,0.2,-1.9,-0.2,-1.9,-1.4,-6.8,1.2,3.5,-1.6,10.1
CCOC(=O)c1c(C)[nH]c(C(=O)COC(=O)c2ccc(F)c(S(=O)(=O)N3CCOCC3)c2)c1C,-1.7,0.3,-6.4,-3.1,2.7,-12.3,3.0,1.4,-5.5,-1.0
COc1ccc(NC(=O)CNC(=O)C2CCCCC2)cc1,-1.5,0.1,-14.9,52.6*,0.4,6.9,-1.2,-2.9,-1.4,-0.6
CCCn1c(N)c(C(=O)CSc2nnc(-c3c[nH]c4ccccc34)n2C2CC2)c(=O)[nH]c1=O,6.5,-3.9,4.2,-3.5,-1.0,11.8,-2.3,-3.3,-3.0,-2.4
N#Cc1ccccc1/C=N/Nc1nc(-c2ccccc2)c2cc(Br)ccc2n1,-2.9,-1.8,-17.0,-5.3,0.9,-10.8,1.8,-3.8,-2.0,-5.5
O=C1CCCC(O)=C1N=Nc1c(Cl)cc(C(F)(F)F)cc1Cl,1.9,0.8,7.6,-4.3,-2.9,12.4,-2.5,0.6,0.7,3.6
Cc1ccccc1OCc1nnc(SCC(=O)Nc2ccc(N3CCOCC3)cc2)n1C,-1.2,-6.9,-7.4,.,2.8,-29.1,3.9,8.4,-4.3,3.0
CCOC(=O)c1nc(C)nc(Sc2n[nH]c(-c3cc(C(F)(F)F)cc(C(F)(F)F)c3)n2)c1C,-1.4,-2.2,2.0,.,-2.0,-3.0,0.6,3.0,-2.2,6.8
COc1ccccc1NC(=O)N(Cc1ccccc1)c1ccccn1,0.0,-0.3,-46.3,-1.4,16.8,6.3,-1.1,1.4,-4.6,-4.9
O=C(NCc1ccccc1)OCCN1CCN(Cc2ccccc2)CCC1=O,-0.1,0.4,18.7,-1.1,3.8,2.7,-0.5,-1.5,2.4,-18.7
CC(C)(C)Nc1nc2ccc([N+](=O)[O-])cc2o1,0.9,0.9,-4.7,-3.6,-2.2,-0.5,0.1,0.4,5.1,-3.0
CCN(CC)Cc1c(O)ccc2cc(-c3nc4ccccc4n3C)c(=O)oc12,4.4,-83.8,-9.3,-3.7,2.6,9.0,-2.0,-3.3,13.0,-15.4
Cc1cccc(N(C(=O)Cn2nnc(-c3ccc(C)o3)n2)C(C(=O)NC2CCCC2)c2ccncc2)c1 (configuration not stated),0.9,-0.7,0.0,-3.0,-0.9,22.2,-4.2,3.0,3.0,3.3
CC(C)(C)S(=O)(=O)c1cnc(-c2ccccn2)nc1N,1.8,-3.3,16.4,-0.1,4.0,10.0,-1.9,-3.0,-7.2,-8.5
COc1ccccc1N(CCC#N)C(=O)CSc1nnc2ccccn12,-2.4,0.9,16.4,-1.2,-6.5,11.1,-2.8,-2.4,-0.5,-5.9
Cn1cccc1CC(=O)N/N=C\c1c2ccccc2cc2ccccc12,-0.2,0.6,-7.6,-2.0,2.9,-21.5,3.4,-7.7,-3.8,-3.4
O=C(Cc1ccccc1)Nc1ccc2c(c1)OC1(CCCC1)O2,-1.6,-3.4,22.9,.,5.5,-0.8,0.2,1.2,7.3,-6.2
CC(C(=O)Nc1ccc([N+](=O)[O-])cc1)N1CCN(C/C=C/c2ccccc2)CC1 (configuration not stated),-2.0,-4.0,-31.4,.,6.6,-18.8,3.5,4.8,1.5,-5.3
COCC(=O)Nc1ccc(N2CCOCC2)c(S(=O)(=O)Nc2ccccc2OC)c1,-0.9,-2.1,-21.6,-2.9,8.5,-1.5,0.4,-2.7,-4.4,-5.6
CC(C(=O)Nc1ccccc1-c1ccccc1)N1CCN(S(=O)(=O)c2ccccc2)CC1 (configuration not stated),0.0,2.7,5.6,-3.9,2.9,4.8,-0.9,-2.4,3.5,5.4
O=C1CC(c2ccc(F)cc2)Cc2nc(NCc3ccco3)ncc21 (configuration not stated),0.4,1.8,-0.5,.,0.1,-28.4,6.2,-1.2,-0.8,-9.3
COc1ccccc1NC(=O)COC(=O)C1CC2C=CC1C2 (configuration not stated),-1.4,4.3,-4.7,-2.1,1.9,11.1,-2.4,1.1,-2.6,4.2
Cc1ccn2c(=O)c(C(=O)NCCN3CCOCC3)c(O)nc2c1,4.2,-7.0,-7.7,-1.7,0.1,14.2,-2.8,0.8,-1.9,4.1
Cc1ccc(C(=O)NCCS(=O)(=O)N2CCN(c3ccccc3F)CC2)cc1[N+](=O)[O-],-0.5,-5.6,6.0,-2.1,-0.8,8.9,-1.7,2.2,-1.0,-3.5
O=c1c(C(c2ccc(F)cc2)c2c(O)nc3n(c2=O)CCCS3)c(O)nc2n1CCCS2,-2.8,-1.4,-0.3,.,-2.1,7.1,-1.4,-3.3,8.6,-4.2
Cc1nc(SCC(=O)N2CCOCC2)c2c(=O)n(C)c(=O)n(CC(C)C)c2n1,5.6,-0.8,13.3,-4.1,-3.3,6.4,-1.2,0.1,-2.9,-2.7
CC(C)NC(=O)NC(=O)CSc1nnc(C(F)(F)F)n1C,0.6,1.2,-0.7,-5.4,0.3,-2.3,0.4,-2.1,6.4,-11.6
O=C(Nc1cnn(Cc2ccc(F)cc2)c1)c1cc(-c2ccco2)on1,2.0,-3.2,-4.8,0.2,0.8,0.2,0.0,-0.3,-1.5,-9.8
CCN1CCN(c2cc(C)c3cc(NC(=O)CCC(=O)Nc4ccc(OC)cc4OC)ccc3n2)CC1,-1.0,-3.5,8.2,-5.5,-2.2,7.1,-1.4,0.8,-3.8,-4.7
c1ccc(-c2n[nH]nc2-c2ccccc2)cc1,0.2,2.0,-35.6,-3.0,1.6,-13.1,2.6,-0.4,-4.9,-5.7
CCN1CCN(C(=O)c2ccc3c(=O)n(C4CCCC4)c(=S)[nH]c3c2)CC1,0.3,1.9,12.3,-2.4,9.3*,9.3,-1.8,0.3,1.1,-1.7
CCOc1ccc(N(C)S(=O)(=O)c2cc(-c3cc(C)no3)ccc2C(C)C)cc1,-0.4,-2.7,22.6,-1.7,-1.8,-4.7,0.9,-5.8,-0.8,-3.3
CC(C)CNC(=O)Cn1nc(C(F)(F)F)c2c1CCCC2,0.4,0.8,-16.3,.,4.4,-1.4,0.2,-1.9,0.4,0.0
O=C(Nc1cn(-c2ccccc2)nc1-c1cccs1)c1ccco1,-4.7,1.3,4.6,0.6,3.6,13.5,-3.2,-5.0,-6.7,1.2
O=C(Nc1nccs1)[C@@H]1CCCN1C(=O)c1cccs1,0.4,3.0,33.1,.,4.3,3.2,-0.6,1.4,1.4,-4.4
CSc1nsc(SC)c1NC(=O)OCc1ccccc1,-0.7,1.2,-13.3,-4.5,6.4,-5.6,1.0,-4.7,-3.1,-7.0
CCn1nc(C)cc1C(=O)N1CCc2c([nH]c3ccccc23)C1c1cc(F)ccc1F (configuration not stated),1.4,-2.5,.,5.2,.,.,.,2.5,.,.
Cc1ccc(Cl)cc1N(CC(=O)Nc1cccc(N(C)S(C)(=O)=O)c1)S(C)(=O)=O,2.9,4.9,10.0,0.6,-3.5,7.5,-1.5,-3.1,3.0,9.0
COc1cc(C=O)ccc1Oc1nnnn1-c1ccccc1,1.0,2.1,-13.6,-3.9,5.3,10.7,-2.2,-3.4,10.2,-2.5
Cc1ccc(-c2nc(N)n(S(=O)(=O)c3ccc(C)cc3)n2)cc1,1.4,8.7*,-4.4,-5.5,8.0,-8.3,1.6,-4.4,3.2,2.0
CCc1nnc(NC(=O)c2ccc(COc3ccc(C)cc3)o2)s1,1.2,-2.9,-9.2,.,-2.5,5.2,-1.0,-2.4,-0.5,4.5
COc1ccc(C2C(C(C)=O)=C(O)C(=O)N2CCc2ccccc2)c(OC)c1 (configuration not stated),-2.0,3.5,-6.1,.,2.6,8.7,-1.8,-2.3,0.2,-6.9
CCOC(=O)c1c(C)[nH]c(C)c1S(=O)(=O)NCC1CCN(Cc2ccc(C)cc2)CC1,0.2,5.6,14.5,-2.2,0.3,19.1,-3.5,1.3,-2.4,0.4
CCOc1cnc(-c2c(-c3ccccc3Cl)noc2C)o1,0.5,-2.4,0.2,-2.1,-1.4,-1.1,0.2,-5.5,5.2,-2.8
O=c1ccc(S(=O)(=O)N2CCCC2)c[nH]1,-0.7,-1.4,-21.1,8.6,7.6,8.7,-2.1,4.4,-0.6,-5.3
O=C(CC(C(=O)O)c1ccc(Cl)cc1)c1ccccc1 (configuration not stated),0.0,-3.5,0.8,-4.9,-0.3,-3.8,0.5,0.0,1.7,5.3
CCCC(=O)N1CCc2cc(-c3nc(N)sc3C)ccc21,1.9,-1.8,-29.4,-20.1,-0.1,-15.3,2.6,1.4,2.0,-5.7
Cc1ccccc1N(C)S(=O)(=O)c1nnc(NC(=O)c2ccco2)s1,-2.4,4.4,3.1,-4.9,-0.2,16.7,-3.2,-3.8,-0.5,0.8
CCN(CC(=O)Nc1c(F)cccc1F)C(=O)c1cccc(S(=O)(=O)N(C)c2ccccc2)c1,1.1,-0.8,4.5,-2.6,-1.7,-0.4,0.1,0.7,4.6,3.3
O=C(Nc1cccc(F)c1)c1ccccc1,-1.4,2.7,21.9,-1.4,-2.6,-1.7,0.3,0.2,11.8,-29.7
CCOC(=O)Nc1cc2c(cc1[N+](=O)[O-])-c1ccccc1C2=O,-0.1,-3.3,10.4,-10.2,-2.9,-13.2,2.5,-1.1,-2.1,4.5
CN(CC(=O)Nc1ccc(N2CCOCC2)cc1)C(=O)CCc1cc(C(C)(C)C)c(O)c(C(C)(C)C)c1,0.1,-2.0,8.5,-2.1,-3.4,6.7,-1.2,3.8,0.0,12.9
CC(C)N(C(=O)C(F)(F)F)C(C(=O)NC1CCCCC1)c1ccncc1 (configuration not stated),-1.8,1.0,5.6,4.8,8.6,16.7,-2.8,6.0,-2.7,-34.5

# Screening results as filed in PubChem.
